BRCT PPI green: qHTS Assay for Inhibitors of BRCT-Phosphoprotein Interaction (Green Fluorophore); actives 0.05% (n = 75,000); Potency, µM (highest dose often 76.9 µM), for the others: at the highest dose activity change, negative = inhibition, usual class: inhibitors; BRCA1 BRCT-phosphopeptide binding, green fluorescence polarization;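 note: potency is the fitted concentration of half-maximal effect; plate controls were peptide without protein for full effect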
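Compounds were incubated for 12 min at room temperature with a complex of 100 nM fluorescein-tagged pBACH1 decapeptide and 250 nM His-tagged BRCT protein. Buffer was phosphate pH 7.3 with EDTA, DTT and Tween 20. Disruption of binding lowers the polarization signal.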
GFP derepression: qHTS Assay for Epigenetic Modulators. mouse C127i GFP locus derepression, cytometry, 30 h. Potency, µM (highest dose often 46.1 µM), without a hit: at the highest dose GFP derepression (activation). actives 0.09% (n = 68,000). AID 597, 2007; note: % of control where 0% means no effect
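Locus derepression in mouse mammary C127i cells whose integrated CMV-GFP reporter is normally silent; GFP expression after 30 h compound treatment was quantified by counting fluorescent cells.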
Hsp90 Hop PPI: qHTS Assay for Disrupters of an Hsp90 Co-Chaperone Interaction | Hsp90 C-terminal peptide / TPR2A (Hop) interaction, human | AlphaScreen TPR2A-His6 binding biotin-Hsp90 C-terminal peptide | Potency, µM (series often up to 57 µM), without a hit: top-dose activity change, negative = inhibition | actives 0.44% (n = 71,000) | AID 595, 2007; active = well fitted curve in either direction with a large enough effect; inconclusive = small, poorly fitted or top-dose-only effect, or another doubt; note: potency is the fitted concentration of half-maximal effect; % is set by controls: 0 for no effect and ±100 for the full control effect; many of its hits are not listed in these tables
ALOX15 inhib: qHTS Assay for Inhibitors of 15-hLO (15-human lipoxygenase). Polyunsaturated fatty acid lipoxygenase ALOX15 (Homo sapiens), P16050. purified 15hLO-1, xylenol orange hydroperoxide absorbance. Potency, µM (highest dose often 57.1 µM), for the others: at the top dose activity change, negative = inhibition, most hits filed as inhibitors. actives 1.4% (n = 74,000). AID 887, 2007; note: potency is the fitted concentration of half-maximal effect; % is set by controls: 0 for no effect and ±100 for the full control effect; nearly all actives have a fitted effect of over 55% in size
Target sequence (P16050 whole entry, looked up): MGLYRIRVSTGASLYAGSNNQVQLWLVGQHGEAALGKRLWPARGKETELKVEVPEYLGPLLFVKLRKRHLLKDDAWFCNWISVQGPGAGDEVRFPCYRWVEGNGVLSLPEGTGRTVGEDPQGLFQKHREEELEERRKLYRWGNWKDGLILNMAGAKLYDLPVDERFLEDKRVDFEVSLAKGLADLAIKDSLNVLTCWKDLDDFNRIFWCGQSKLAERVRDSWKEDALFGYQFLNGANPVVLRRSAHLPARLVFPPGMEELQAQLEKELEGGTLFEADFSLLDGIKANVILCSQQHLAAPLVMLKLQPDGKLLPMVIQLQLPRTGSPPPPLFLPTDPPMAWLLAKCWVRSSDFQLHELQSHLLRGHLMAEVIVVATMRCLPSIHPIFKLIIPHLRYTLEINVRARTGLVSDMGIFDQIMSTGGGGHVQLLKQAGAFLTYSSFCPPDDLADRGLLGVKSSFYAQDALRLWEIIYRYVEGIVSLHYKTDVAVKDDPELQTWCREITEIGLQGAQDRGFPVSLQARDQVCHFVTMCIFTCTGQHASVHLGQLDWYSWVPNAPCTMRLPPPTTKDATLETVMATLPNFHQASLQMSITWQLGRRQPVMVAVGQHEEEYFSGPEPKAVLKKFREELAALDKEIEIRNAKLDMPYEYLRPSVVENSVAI
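Purified human 15hLO-1 (40 nM final) in 25 mM Hepes pH 7.5, 0.01% Triton X-100 was preincubated with compound 15 min at room temperature, then reacted 6 min with 50 uM arachidonic acid; hydroperoxide detected by Fe-XO, 573/405 nm absorbance ratio.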
HBB splice mod: qHTS Assay for Modulators of Hemoglobin Beta Chain Splicing; HBB splicing reporter cell assay, activation; EGFP reporter with mutant IVS2-654 intron; response scale: normalised to 500 nM splice-correcting PNA; Potency, µM (doses to about 46.1 µM), without a hit: at the top dose activation, most hits filed as activators; actives 0.06% (n = 65,000); AID 925, 2007; note: potency is the fitted concentration of half-maximal effect; 0% is about no effect
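Compounds were applied for 2 days to HeLa EGFP-654 cells, 500/well in Optimem with 2% FCS. The reporter's EGFP is disrupted by mis-splicing of beta-globin intron IVS2-654. Readout: summed well GFP fluorescence from 488 nm laser scanning; reference was 500 nM antisense […] 654 PNA.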
USP2a inhib: qHTS Assay for Inhibitors of Ubiquitin-specific Protease USP2a. AID 927, 2007. Potency, µM (series often up to 38.3 µM), for inactives: at the highest dose activity change, negative = inhibition, hits mostly inhibitors. actives 0.1% (n = 60,000). USP2a enzymatic assay, qHTS inhibition;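 note: potency is the fitted concentration of half-maximal effect; nearly all actives have a fitted effect of over 60% in size; plate controls were DMSO for no effect and NEM full inhibition control for full effect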
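Inhibition is measured in a cell-free coupled assay with 20 nM USP2 core, 20 nM Ub-PLA2 and 20 uM NBD C6-HPC, 2.5 h incubation. Activity normalized to NEM control.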
DNA Pol III inh: qHTS Assay for Inhibitors of DNA Polymerase III Holoenzyme System; reconstituted DNA polymerase III holoenzyme replication, biochemical; Potency, µM (series often up to 57.1 µM), for the others: at the top dose activity change, negative = inhibition; actives 0.25% (n = 71,000); AID 603, 2007; note: potency is the fitted concentration of half-maximal effect; % is set by controls: 0 for no effect and ±100 for the full control effect
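Reconstituted *E. coli* holoenzyme (0.35 nM Pol III, 1 nM beta, 154 nM SSB, 2 nM primase) was preincubated with compound for 15 min at RT. Synthesis on 1.4 nM ssM13Gori ran 35 min, then was stopped with PicoGreen/EDTA and read as dsDNA fluorescence.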
HADH2 inh: qHTS Assay for Inhibitors of HADH2 (Hydroxyacyl-Coenzyme A Dehydrogenase, Type II); 3-hydroxyacyl-CoA dehydrogenase type-2 (Homo sapiens), Q99714; recombinant HADH2, NADH fluorescence, beta-hydroxybutyryl-CoA; Potency, µM (series often up to 57.1 µM), without a hit: top-dose activity change, negative = inhibition, actives largely listed as inhibitors; actives 3.4% (n = 73,000); AID 886, 2007; note: potency is the fitted concentration of half-maximal effect; % is set by controls: 0 for no effect and ±100 for the full control effect; nearly all actives have a fitted effect of over 60% in size; many of its hits are not listed in these tables
Target sequence (Q99714 whole entry, looked up, one chain of several): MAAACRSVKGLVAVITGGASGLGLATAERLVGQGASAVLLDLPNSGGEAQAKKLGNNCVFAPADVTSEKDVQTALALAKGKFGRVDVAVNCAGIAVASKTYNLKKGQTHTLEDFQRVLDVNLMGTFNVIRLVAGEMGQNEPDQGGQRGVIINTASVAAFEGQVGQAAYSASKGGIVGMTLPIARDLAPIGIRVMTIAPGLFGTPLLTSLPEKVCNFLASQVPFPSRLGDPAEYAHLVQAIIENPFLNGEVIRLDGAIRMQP
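His-tagged recombinant enzyme from E. coli, 20 nM, preincubated 15 min RT with compound; reaction started with 1 mM NAD+ and 90 uM beta-hydroxybutyryl-CoA in 100 mM Tris-HCl pH 9.0. NADH fluorescence (ex 360/em 450) read over 4 min; last-minus-first difference.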
BRCT PPI red: qHTS Assay for Inhibitors of BRCT-Phosphoprotein Interaction (Red Fluorophore) | Potency, µM (top dose mostly 76.9 µM), for inactives: top-dose activity change, negative = inhibition, most hits filed as inhibitors | BRCT-phosphopeptide binding, red fluorescence polarization | AID 892, 2007 | actives 0.03% (n = 75,000); note: % is set by controls: 0 for no effect and ±100 for the full control effect
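Fluorescence polarization: 100 nM His-tagged BRCA1 BRCT with 100 nM TAMRA-labelled phospho-BACH1 decapeptide, phosphate buffer pH 7.3 with 150 mM NaCl, DTT, 0.01% Tween 20; 12 min RT. Binding inhibition seen as FP decrease.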
CRE-bla Fsk: Cell signaling CRE-BLA (Fsk stim) | Potency, µM (titrated, usually from 38.2 µM), for the others: top-dose activity change, negative = inhibition, actives largely listed as activators | CHO CRE-bla reporter (cAMP response element driving beta-lactamase), forskolin EC10, beta-lactamase ratio | AID 662, 2007 | actives 2.5% (n = 71,000); active = well fitted activation curve with a large enough effect in the signal ratio, with a control signal flat, not every such curve was filed as active; inconclusive = small, poorly fitted or top-dose-only effect, or effect the other way, or a change in a side signal; the % refers to the signal ratio; note: potency is the fitted concentration of half-maximal effect; % of control where 0% means no effect
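CRE-bla CHO cells stimulated with EC10 NKH 477 (water-soluble forskolin) and compound titrations, 3 h at 37C; beta-lactamase read with CCF4 after 2 h at room temperature. Activity from 460/530 nm emission ratio, AC50 values for positive or negative modulation.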
UbGFP stabilizer: Ubiquitin-GFP Assay; Ubiquitin-GFP reporter cells, proteasome inhibition, GFP fluorescence; response scale: untreated = 0%, 10 µM MG-132 = 100%; Potency, µM (doses to about 45.9 µM), for the others: at the top dose activation (GFP accumulation), hits mostly activators; 67,000 tested, under 10 active; AID 526, 2006; active = well fitted activation curve with a large enough effect, not every such curve was filed as active; inconclusive = small, poorly fitted or top-dose-only effect, or another doubt; inactive = no such curve, though single readings can be large or run the other way; note: potency is the fitted concentration of half-maximal effect
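U2OS cells stably expressing ubiquitin(G76V)-GFP, seeded overnight in 0.5% FBS medium, were exposed to compounds (qHTS, 46 uM to 2.9 nM) for 4 hr at 37 °C. GFP-positive cells were counted by laser cytometry (488 ex/515 em), normalized between basal and 10 uM MG-132.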
Active calls of the source: *; u = inconclusive; x = no result given; [ ] = dose if it differs, or a comment. Unless noted, calls come from the whole dose curve; as a rule, active = well fitted curve in the direction sought with a large enough effect; inconclusive = small, poorly fitted or top-dose-only effect, or another doubt; inactive = no such curve, though single readings can be large; an effect the other way counts as inactive or inconclusive. These rows are one share of the data, so the mix of outcomes need not match the whole.

Values run as follows: BRCT PPI green | GFP derepression | Hsp90 Hop PPI | ALOX15 inhib | HBB splice mod | USP2a inhib | DNA Pol III inh | HADH2 inh | BRCT PPI red | CRE-bla Fsk | UbGFP stabilizer
CNc1nc(C)nc(-n2nc(C)cc2C)n1
→ -0.8% | 3% | -1% | 6% | 0.4% | 2% | -8% | -2% | -3.4% | u | 9%
CN(C)c1ccc(CN(C(=O)COc2ccccc2)C2CCS(=O)(=O)C2)cc1 (configuration not stated)
→ -2.3% | -3% | -8% | -17% | 6.2% | -2% | 0% | -2% | -2.4% | -1% | 5%
COC(=O)c1ccc(C(=O)Nc2ccc(N)cc2N)cc1
→ 25% | 4% | -19% | -23% | x | 2% | 3% | -5% | 1.5% | -2% | 1%
Cc1cc(C(C)(C)C)cc(S(=O)(=O)NCC(=O)O)c1C
→ -1.7% | 3% | 0% | 9% | 1.0% | 0% | 4% | -1% | -0.7% | u | 3%
O=C(Nc1ccc(F)cc1)c1cccc2c1C(=O)N(Cc1ccccn1)C2
→ 4.1% | 7% | u | -7% | 1.1% | 12% | 2% | -4% | -4.9% | u | 9%
CN(C)C=Nc1nonc1N
→ -4.8% | -5% | -5% | 34%[activator] | -0.8%[57.5 µM] | 0% | 6% | 14% | -0.5% | -4% | 3%
COc1ccccc1-c1ccc2ncnc(Nc3ccccc3)c2c1
→ -0.4% | -1%[9.22 µM] | 8% | -4% | -1.0% | 168%[activator] | 25% | -25% | 1.8% | u | 1%
Cc1cc(NC(=O)c2cnn3c(C(F)F)cc(-c4ccccc4)nc23)no1
→ -4.5% | -2% | 0% | -2% | x | 7% | -1% | 14% | 0.0% | u | 7%
O=C1CC(c2ccco2)Cc2nc(N3CCc4ccccc4C3)ncc21 (configuration not stated)
→ 0.4% | 0% | -3% | u | 1.4% | 23% | -7% | -28% | 0.6% | -11% | u
O=C(OCC(O)C(O)COC(=O)c1ccccc1)c1ccccc1 (configuration not stated)
→ -3.0% | 0% | 1% | 4% | 4.6%[0.369 µM] | 2% | -2% | 6% | -0.4% | -7% | 0%
O=C(Nc1ccccc1NC(=O)c1c(F)c(F)c(F)c(F)c1F)c1c(F)c(F)c(F)c(F)c1F
→ -1.9% | -3% | -2% | -4% | -0.3% | -7% | -1% | 0% | 0.7% | u | -1%
Cc1coc(NC(=O)CSc2nc(-c3ccncc3)cc(C(F)(F)F)c2C#N)n1
→ 4.9% | 10µM* | -3% | -9% | x | 6% | -7% | 22% | -1.2% | 16% | -2%
COC(=O)COc1ccc(S(=O)(=O)N2CCN(c3ccccc3F)CC2)cc1
→ -1.2% | 3% | 3% | -8% | x | -1% | 4% | -5% | -0.2% | -5% | 9%
CC1CN(C(c2ccco2)c2sc3ncnn3c2O)CC(C)O1 (configuration not stated)
→ -1.9% | x | -2% | 38%[activator] | -0.1% | x | 2% | u | 0.9% | -2% | -4%
N#Cc1nc(Cc2ccccc2)oc1N1CCC(C(N)=O)CC1
→ -2.4% | -2% | -3% | 11% | 2.0%[1.84 µM] | 3% | -1% | -5% | 0.4% | u | 6%
CC(=O)c1cccc(NC(=O)Nc2c(C)nn(C)c2C)c1
→ -2.3% | 0% | -1% | 7% | 0.5% | -6% | -8% | -5% | 1.6% | -4% | 11%
CC1CCCN(S(=O)(=O)c2cc(Cl)ccc2Cl)C1 (configuration not stated)
→ -0.9% | 2% | 26% | -5% | 1.5% | 4% | 0% | 12% | -0.3% | 2% | -11%
Cc1cc(C)cc(OCC(=O)Nc2nonc2NC(=O)COc2cc(C)cc(C)c2)c1
→ -0.5% | 3% | -5% | -22% | 3.2% | -9% | 0% | u | 0.7% | -6% | -4%
COc1ccc(N2CCN(CC(O)c3c[nH]c4ccc(OC)cc34)CC2C)cc1 (configuration not stated)
→ -1.7% | 2% | -14% | -5% | -2.8%[0.369 µM] | 13% | -13% | 4% | 1.5% | -18% | x
CN(CC(=O)NCc1cccc(F)c1)C(=O)c1ccco1
→ -2.5% | 0% | -4% | 8% | -2.3% | -1% | 2% | 0% | -5.1% | 9% | -5%

Given with bars between the fields: entries from further up.
SMILES | BRCT PPI green | GFP derepression | Hsp90 Hop PPI | ALOX15 inhib | HBB splice mod | USP2a inhib | DNA Pol III inh | HADH2 inh | BRCT PPI red | CRE-bla Fsk | UbGFP stabilizer
Cc1cc(C)cc(OCC(=O)Nc2nonc2NC(=O)COc2cc(C)cc(C)c2)c1 | -0.5% | 3% | -5% | -22% | 3.2% | -9% | 0% | u | 0.7% | -6% | -4%
COc1ccc(N2CCN(CC(O)c3c[nH]c4ccc(OC)cc34)CC2C)cc1 (configuration not stated) | -1.7% | 2% | -14% | -5% | -2.8%[0.369 µM] | 13% | -13% | 4% | 1.5% | -18% | x

Going on with the list.
Values run as follows: BRCT PPI green | GFP derepression | Hsp90 Hop PPI | ALOX15 inhib | HBB splice mod | USP2a inhib | DNA Pol III inh | HADH2 inh | BRCT PPI red | CRE-bla Fsk | UbGFP stabilizer
Cc1ccc(CS(=O)(=O)CCC(=O)NCC2CCCO2)cc1 (configuration not stated)
→ 0.3% | -3% | 3% | 6% | -3.0% | 10% | 1% | -4% | -1.1% | -4% | -14%
O=C(NCc1cn2ccccc2n1)c1ccccc1
→ -1.3% | -1% | -5% | 6% | -1.7% | 4% | -2% | -2% | 0.0% | -4% | 0%
COc1cc2cc(CN(Cc3cccnc3)C(=O)NCc3ccccc3)c(=O)[nH]c2cc1OC
→ 3.6% | -3% | -1% | 1% | x | 20% | -7% | -29% | -1.4% | 5% | 1%
COc1ccc(-n2c(=O)cnc3cnc(N4CCN(C)CC4)nc32)cc1
→ 2.6% | 22%[9.22 µM] | -2% | -3% | 0.8% | -1% | -17% | 0% | 0.3% | 7% | 4%
Cc1cc(Cl)nc(NC(=O)CSc2ccc(Cl)cc2)n1
→ -0.6%[15.4 µM] | 0%[9.22 µM] | -1%[11 µM] | 7%[11.4 µM] | 2.6%[9.22 µM] | x | -10%[11.4 µM] | 14%[11.4 µM] | 1.5%[15.4 µM] | -2%[7.6 µM] | 0%[9.17 µM]
COc1ccc(N(CC(=O)Nc2cc(Cl)ccc2OC)S(=O)(=O)c2c(C)noc2C)cc1
→ 1.7% | 6% | 10% | -13% | -1.8% | 28% | -2% | -4% | 1.6% | u | 0%
COC(=O)CN(n1cnnc1)S(=O)(=O)c1ccccc1
→ -0.3% | 4% | -6% | 3% | -4.7% | -8% | 2% | -8% | -1.1% | 7% | -3%
Cc1cc(C)c(C#N)c(SC2CCCCC2=O)n1 (configuration not stated)
→ -4.6% | 2% | -1% | -6% | -0.3% | -4% | -5% | -7% | -0.3% | 14% | 0%

In the list so far, 3 contain a cyano group:
Values run as follows: BRCT PPI green | GFP derepression | Hsp90 Hop PPI | ALOX15 inhib | HBB splice mod | USP2a inhib | DNA Pol III inh | HADH2 inh | BRCT PPI red | CRE-bla Fsk | UbGFP stabilizer
Cc1coc(NC(=O)CSc2nc(-c3ccncc3)cc(C(F)(F)F)c2C#N)n1
→ 4.9% | 10µM* | -3% | -9% | x | 6% | -7% | 22% | -1.2% | 16% | -2%
N#Cc1nc(Cc2ccccc2)oc1N1CCC(C(N)=O)CC1
→ -2.4% | -2% | -3% | 11% | 2.0%[1.84 µM] | 3% | -1% | -5% | 0.4% | u | 6%
Cc1cc(C)c(C#N)c(SC2CCCCC2=O)n1 (configuration not stated)
→ -4.6% | 2% | -1% | -6% | -0.3% | -4% | -5% | -7% | -0.3% | 14% | 0%
